# TrxR1 substrate = qHTS Assay for Substrates of Mammalian Selenoprotein Thioredoxin Reductase 1 (TrxR1): qHTS. Thioredoxin reductase 1, cytoplasmic (Rattus norvegicus), O89049. purified TrxR1 substrate turnover, NADPH consumption readout. Potency, µM (highest dose often 114 µM), for the others: at the highest dose activity change, negative = substrate turnover. hit rate 0.01% among 390,000. AID 588456, 2011; further: on the % scale 0 is the no-effect control and ±100 the full control effect; nearly all actives have a fitted effect of over 50% in size
# Target sequence (O89049 whole entry, looked up): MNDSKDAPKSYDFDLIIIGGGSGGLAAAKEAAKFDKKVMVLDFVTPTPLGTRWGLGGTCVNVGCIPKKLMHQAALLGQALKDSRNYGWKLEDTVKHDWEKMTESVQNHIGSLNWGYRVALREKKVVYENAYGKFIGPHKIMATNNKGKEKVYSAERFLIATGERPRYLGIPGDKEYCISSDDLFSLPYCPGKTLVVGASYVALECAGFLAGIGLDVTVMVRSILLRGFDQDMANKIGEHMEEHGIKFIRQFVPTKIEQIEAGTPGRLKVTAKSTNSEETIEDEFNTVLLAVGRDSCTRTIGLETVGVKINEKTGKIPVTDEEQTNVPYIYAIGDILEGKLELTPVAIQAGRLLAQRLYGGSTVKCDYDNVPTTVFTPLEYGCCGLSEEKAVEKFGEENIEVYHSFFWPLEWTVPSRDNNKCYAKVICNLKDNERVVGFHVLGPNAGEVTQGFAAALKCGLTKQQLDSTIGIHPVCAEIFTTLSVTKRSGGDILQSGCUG
#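 Rat TrxR1, dispensed at 90 nM, was prereduced with 400 uM NADPH (final) for 5 min at ~22 deg C, then incubated with compound 15 min before 400 uM selenite. A first-read NADPH fluorescence drop versus no-compound background flagged substrates.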
# rTrxR1 inhibitor = qHTS Assay for Inhibitors of Mammalian Selenoprotein Thioredoxin Reductase 1 (TrxR1): qHTS; recombinant rTrxR1, NADPH fluorescence consumption, selenite substrate; Potency, µM (series often up to 114 µM), for the others: top-dose activity change, negative = inhibition, most hits filed as inhibitors; hit rate 1% among 390,000; further: on the % scale 0 is the no-effect control and ±100 the full control effect; nearly all actives have a fitted effect of over 65% in size
#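 Rat TrxR1 (90 nM in the dispensed reagent) was pre-reduced with 400 uM NADPH for 5 min at room temperature, then incubated with compound for 15 min. After 400 uM selenite was added, NADPH fluorescence (Ex 340/Em 450 nm) was followed for 8 min.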
# RXFP1 ag = qHTS Assay for Agonists of the Relaxin Receptor RXFP1; HEK293T-RXFP1 cAMP TR-FRET, 30 min; response scale: percent of porcine relaxin response, buffer zero; Potency, µM (titrated, usually from 57.5 µM), inactives show at the top dose activation, usual class: activators; hit rate 0.3% among 370,000; further: on the % scale 0 is the no-effect control and ±100 the full control effect; nearly all actives have a fitted effect of over 60% in size; many of its hits are not listed in these tables
#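 cAMP rise read by TR-FRET after 30 min, 37C compound exposure (up to 58 uM) in RXFP1-transfected HEK293 cells with Ro 20174 present. EC50 from Hill-equation fits, with 29 nM porcine relaxin as 100% and buffer as basal.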
# 12-LOX inh = Primary qHTS assay for inhibitors of human arachidonate 12S-lipoxygenase (ALOX12): Round 2; Polyunsaturated fatty acid lipoxygenase ALOX12 (Homo sapiens), P18054; purified 12hLO, xylenol orange hydroperoxide absorbance; Potency, µM (top dose mostly 108 µM), inactives show at the highest dose activity change, negative = inhibition, usual class: inhibitors; hit rate 1.1% among 580,000; further: on the % scale 0 is the no-effect control and ±100 the full control effect
#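 Purified human 12hLO (150 nM final) in 25 mM Hepes, 0.01% Triton X-100, pH 7.0 was preincubated 15 min at room temperature with compound. Then 40 uM arachidonic acid was added, 30 min. Hydroperoxide was read by Fe-XO absorbance ratio 573/405 nm.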
# USP1 inh = Inhibitors of USP1/UAF1: Primary Screen; Ubiquitin carboxyl-terminal hydrolase 1 (Homo sapiens), O94782; recombinant USP1/UAF1, Ub-Rhodamine cleavage fluorescence; Potency, µM (highest dose often 57.1 µM), inactives show at the top dose activity change, negative = inhibition, usual class: inhibitors; hit rate 0.23% among 390,000; further: on the % scale 0 is the no-effect control and ±100 the full control effect; nearly all actives have a fitted effect of over 60% in size; inactives centre near -12
#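 Step one: compound is pinned into 1nM USP1/UAF1 in HEPES pH 7.8 buffer with TCEP. Step two: 15 min room-temperature incubation. Step three: Ub-Rho (150nM final) starts cleavage, tracked by fluorescence over six one-minute reads.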
# Vif-A3G inh = qHTS for Inhibitors of Vif-A3G Interactions: qHTS | DNA dC->dU-editing enzyme APOBEC-3G (Homo sapiens), Q9HC16 | hit rate 0.076% among 410,000 | Potency, µM (series often up to 46.1 µM), without a hit: at the top dose activity, negative = active, most hits filed as inhibitors | HeLa A3G-eYFP + Vif (tagged APOBEC3G with the HIV-1 protein that degrades it), YFP fluorescence, overnight;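 further: on the % scale 0 is the no-effect control and ±100 the full control effect; nearly all actives have a fitted effect of over 60% in size; hits raise eYFP signal because A3G escapes Vif-driven loss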
#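 HeLa cells stably expressing Vif and C-terminally eYFP-tagged A3G, seeded overnight at 37 deg C, then exposed to compound by pintool overnight at 37 deg C. Rise in yellow fluorescence (Ex 488/Em 500-530, Acumen) marks blocked Vif-driven A3G degradation.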
# RGS4 inh = Inhibitors of Regulator of G Protein Signaling (RGS) 4: qHTS; Potency, µM (series often up to 114 µM), for the others: at the highest dose activity change, negative = inhibition, hits mostly inhibitors; hit rate 0.039% among 390,000; Transcreener GDP fluorescence polarization, RGS4-accelerated GTP hydrolysis; AID 504845, 2011; further: on the % scale 0 is the no-effect control and ±100 the full control effect; nearly all actives have a fitted effect of over 75% in size; some results filed as inactive show a strong effect at the top dose
#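 MLSMR compounds (23 nl, pin-transferred) preincubated 10 min at room temperature with a 500nM (2x) first reagent, then RGS4 at 900nM (2x) plus Transcreener GDP mix added; fluorescence polarization (620/688 nm) read before and after 90 min at 30 °C.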
# mIDH1 inhibitor = qHTS for Inhibitors of mutant isocitrate dehydrogenase 1 (IDH1): qHTS | IDH1-R132H enzyme, NADPH consumption, diaphorase/resazurin fluorescence | Potency, µM (series often up to 76.6 µM), for inactives: at the top dose activity change, negative = inhibition, hits mostly inhibitors | hit rate 0.093% among 390,000; further: on the % scale 0 is the no-effect control and ±100 the full control effect; nearly all actives have a fitted effect of over 65% in size
# Target sequence (O75874 whole entry R132H, stated change not applied): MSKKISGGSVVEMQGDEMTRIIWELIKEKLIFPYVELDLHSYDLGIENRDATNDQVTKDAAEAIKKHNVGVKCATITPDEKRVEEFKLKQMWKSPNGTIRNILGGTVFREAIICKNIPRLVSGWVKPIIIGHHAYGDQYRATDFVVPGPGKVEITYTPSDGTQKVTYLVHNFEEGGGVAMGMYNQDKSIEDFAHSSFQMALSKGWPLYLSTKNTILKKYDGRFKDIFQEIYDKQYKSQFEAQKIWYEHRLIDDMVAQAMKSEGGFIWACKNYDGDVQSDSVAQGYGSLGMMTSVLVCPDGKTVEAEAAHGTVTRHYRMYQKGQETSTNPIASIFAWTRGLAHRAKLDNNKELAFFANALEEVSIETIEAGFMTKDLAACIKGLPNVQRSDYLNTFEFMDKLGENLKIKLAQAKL
#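 IDH1-R132H (0.5 ug/mL dispensed) in pH 7.5 Tris buffer was preincubated 30 min with compound, then given a substrate mix of 0.016 mM NADPH and 2 mM alpha-KG for 80 min at room temperature; remaining NADPH was read by diaphorase/resazurin fluorescence.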
# Vif-A3F inh = qHTS for Inhibitors of Vif-A3F Interactions: qHTS; HeLa A3F-eYFP + Vif (tagged APOBEC3F with the HIV-1 protein that degrades it), YFP fluorescence increase; Potency, µM (highest dose often 46.1 µM), inactives show top-dose activity, negative = active; hit rate 0.2% among 390,000; further: % of control where 0% means no effect; nearly all actives have a fitted effect of over 65% in size
#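 HeLa cells stably expressing Vif plus C-terminally eYFP-tagged A3F were seeded, incubated overnight at 37 deg C, dosed with compound, incubated overnight again at 37 deg C. Yellow fluorescence (Ex 488/Em 500-530) reported blocked Vif-mediated A3F-eYFP degradation.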
# The depositor's hits bear a star; ? = inconclusive; nt = not tested or not shown; [ ] = dose if it differs, or a comment. The call rests on the fitted dose curve; in most records, active means well fitted curve in the direction sought with a large enough effect; inconclusive means small, poorly fitted or top-dose-only effect, or another doubt; inactive means no such curve, though single readings can be large; an effect the other way counts as inactive or inconclusive. Potency means the concentration at half of the fitted maximal effect. The list is partial; count on the stated rates, not on these rows.
SMILES,TrxR1 substrate,rTrxR1 inhibitor,RXFP1 ag,12-LOX inh,USP1 inh,Vif-A3G inh,RGS4 inh,mIDH1 inhibitor,Vif-A3F inh
COc1ccc(CCN2C(=O)NC(NS(=O)(=O)c3ccccc3)(C(F)(F)F)C2=O)cc1OC (stereo not drawn),5.2%,26.6%,1.9%,-13.3%,-16.8%,-5.9%,9.6%,8.5%,6.1%
O=C(CSc1ncn[nH]1)Nc1cc(S(=O)(=O)N2CCCC2)ccc1Cl,11.0%[57.1 µM],13.0%[57.1 µM],0.6%,11.4%,-20.5%,-2.3%,-20.9%,2.7%,?
CCc1cc2c(=O)c(Oc3ccccc3)c(C)oc2cc1O,37.7%[activator],1.2%,0.5%,-5.5%,-7.9%,1.5%,46.8%,-2.0%,3.5%
COc1ccc(C/C(N)=N/O)cc1,-3.3%,1.7%,-0.6%,-1.3%,-13.6%,0.0%,-20.4%,-0.3%,4.7%
C/C=C(/C)C(=O)Nc1cccc(C2=NOC3(C2)C[C@H](C(N)=O)N(C(=O)Cc2ccc([N+](=O)[O-])cc2)C3)c1 (stereo partly drawn),-3.8%,10.7%[57.1 µM],0.5%,-12.2%,-19.0%,-4.9%,-18.4%,-17.9%,2.8%
COCCCNC(=O)/C(C#N)=C/c1ccc(OCC(=O)O)c(OC)c1,-14.6%,?,0.6%,-21.4%,-12.2%,2.7%,-13.9%,5.0%,1.7%
O=C1CN(S(=O)(=O)c2cc(Br)ccc2Br)CCN1,0.5%,13.2%,nt,176.6%[activator],-14.3%,1.1%,5.9%,5.4%,3.6%
Cc1ccc(NC(=O)Cn2c(=O)n(Cc3nc(C)no3)c(=O)c3cc4c(cc32)OCO4)c(Cl)c1,-3.0%,10.7%,3.9%,-7.3%,-6.2%,2.7%,6.1%,-20.9%,2.8%
O=C(NCc1ccncc1)c1cc2ccccc2nc1Cl,-0.6%,-2.6%,2.2%,-10.0%,-8.2%,1.7%,30.7%,-6.7%,-9.9%
CCOc1ccc(-c2nnc(SCC(=O)O)n2Cc2ccccc2)cc1,1.7%,27.3%,0.8%,30.5%,-26.5%,0.0%,-7.7%,-2.8%,1.0%
COc1cccc(NC(=O)C(Cc2ccccc2)NS(=O)(=O)c2ccc3c(c2)c(=O)n(C)c(=O)n3C)c1 (stereo not drawn),-8.1%,2.6%,-1.0%,-10.9%,-4.4%,1.0%,17.8%,1.7%,-4.2%
c1ccc2oc(-c3[nH]ncc3CN3CCC(N4CCSCC4)CC3)cc2c1,-7.1%,-15.2%,0.1%,-7.7%,-5.9%,3.2%,-3.0%[11.4 µM],-0.4%,1.0%
O=C1CC2(CCN(C(=O)COc3ccccc3)CC2)Oc2ccccc21,18.9%,-8.5%,0.2%,-8.7%,-22.2%,-0.3%,-3.0%,0.0%,8.9%
Cc1ccc(-c2noc(-c3nnn(CC(=O)Nc4ccc(C)c(Cl)c4)c3N)n2)cc1,-4.3%,6.2%,-0.1%,4.1%,7.5%,nt,10.2%,nt,nt
C=CCN(c1ccccc1)S(=O)(=O)c1cccc(C(=O)N(CC)CC(=O)Nc2c(F)cccc2F)c1,-8.9%,-3.0%,0.4%,?,-17.3%,0.3%,24.7%,0.6%,4.1%

# Next section; the last 4 above are carried over.
SMILES,TrxR1 substrate,rTrxR1 inhibitor,RXFP1 ag,12-LOX inh,USP1 inh,Vif-A3G inh,RGS4 inh,mIDH1 inhibitor,Vif-A3F inh
c1ccc2oc(-c3[nH]ncc3CN3CCC(N4CCSCC4)CC3)cc2c1,-7.1%,-15.2%,0.1%,-7.7%,-5.9%,3.2%,-3.0%[11.4 µM],-0.4%,1.0%
O=C1CC2(CCN(C(=O)COc3ccccc3)CC2)Oc2ccccc21,18.9%,-8.5%,0.2%,-8.7%,-22.2%,-0.3%,-3.0%,0.0%,8.9%
Cc1ccc(-c2noc(-c3nnn(CC(=O)Nc4ccc(C)c(Cl)c4)c3N)n2)cc1,-4.3%,6.2%,-0.1%,4.1%,7.5%,nt,10.2%,nt,nt
C=CCN(c1ccccc1)S(=O)(=O)c1cccc(C(=O)N(CC)CC(=O)Nc2c(F)cccc2F)c1,-8.9%,-3.0%,0.4%,?,-17.3%,0.3%,24.7%,0.6%,4.1%
COc1ccc(/C=C2\SC(=S)N(C(C(=O)O)c3ccccc3)C2=O)c(OC)c1 (stereo not drawn),?,-5.1%,-3.5%,?,-30.3%,-4.0%,-36.2%,-2.9%,-5.1%
C=CCOc1ccc(/C(CC)=N/O)cc1OC,-1.7%,-6.8%,2.4%,0.0%,-12.0%,-3.9%,-13.0%,3.0%,3.4%
C/C(=N/NC(=O)C1CC1(c1ccccc1)c1ccccc1)c1ccco1 (stereo not drawn),-7.4%,-5.1%,3.4%,-0.8%,-8.8%,-5.6%,-47.3%,4.4%,-12.9%
O=C(CCc1nc2ccccc2c(=O)[nH]1)Nc1ccccc1N1CCCCC1,nt,nt,nt,?,-9.9%,-8.0%,nt,0.9%,-4.0%
COc1ccc(CNC(=O)C(C)n2c(=O)cc(C)c3c(C)nn(-c4ccccc4)c32)cc1 (stereo not drawn),-0.3%[57.1 µM],10.9%[57.1 µM],?,-17.7%,?,-0.4%,2.6%,-8.9%,0.1%
Cc1ccc(NCCC(=O)c2ccc(Cl)cc2)cc1C,13.9%,50.1µM*,-0.7%,0.7%,2.5%,0.5%,-2.3%,9.9%,-2.1%
Cn1c(SCC(N)=O)nnc1-c1ccc(S(=O)(=O)N2CCCC2)cc1,6.3%,22.3%[0.457 µM],-0.3%,9.4%,-3.9%,2.1%,?,6.8%,4.7%
CCCCN(C(=O)CCC(=O)Nc1cc(C)on1)C(C(=O)NC1CCCC1)c1ccc(F)cc1 (stereo not drawn),-11.5%,-13.5%,-0.1%,-2.2%,-6.3%,3.0%,3.2%,-16.2%,-15.6%
CC(C)COP(=O)(OCC(C)C)C(O)c1ccccc1F (stereo not drawn),7.6%,-1.4%,-0.3%,0.0%,-7.3%,-0.3%,0.9%,3.2%,1.0%
Cc1ccc(CNC(=O)C(Cc2ccccc2)NS(=O)(=O)c2cccs2)cc1 (stereo not drawn),0.2%,12.3%,0.0%,-1.5%,-10.4%,0.1%,-2.0%,-1.9%,-1.8%
C/C(N)=C(/C#N)C(=O)COC(=O)c1ccc(OCC2CCCO2)cc1 (stereo not drawn),-5.9%,-5.7%,-0.7%,0.7%,-4.9%,-1.9%,-21.6%,5.3%,-1.3%
COc1ccc(OC)c(CNn2c(-c3cccc(C)c3)nc3ccccc3c2=O)c1,1.2%,15.8%[57.1 µM],0.8%,15.0%,-11.0%,0.5%,13.9%,-2.2%,-1.0%
CC(C)CNC(=O)C(=O)NCC1OCCCN1S(=O)(=O)c1cccs1 (stereo not drawn),-1.2%,1.2%,0.6%,nt,-7.6%,-0.2%,3.0%,-3.2%,0.4%
Nc1ccc2nc(SCC(=O)c3ccccc3)sc2c1,-10.0%,-23.6%,1.6%,?,-10.8%,-0.1%,-16.4%,7.5%,1.0%
CCOC(=O)c1ccc(NC(=O)c2ccc3c(c2)C(=O)N(CC2CCCO2)C3=O)cc1 (stereo not drawn),-11.9%,-25.8%,-0.4%,0.0%,-6.1%,-1.2%,-12.5%,6.1%,1.1%
N#C/C(=C\c1cccs1)C(=O)NCc1ccccc1,10.7%[57.1 µM],-4.2%,0.7%,-10.8%,-5.3%,-2.3%,?,-0.7%,-21.1%
O=C(c1ccc2c(c1)OCO2)[C@@H]1[C@@H]2C(=O)N(C3CCCCC3)C(=O)[C@@H]2C2c3ccccc3C=CN21 (stereo partly drawn),-1.9%,6.0%,4.1%,?,?,1.0%,-16.4%,3.1%,4.6%
CCN(CC)Cc1c(C(=O)OC)nnn1-c1nonc1N,8.5%[57.1 µM],17.1%[57.1 µM],-0.7%,0.0%,1.4%,-0.1%,-2.8%[11.4 µM],-2.8%,-5.7%
Cc1nc2c([nH]c3ccccc32)c(=O)n1N,11.2%[57.1 µM],13.3%[57.1 µM],1.2%,-1.9%,-20.0%,0.3%,11.4%,0.0%,8.7%
CCCCCN(C(=O)CCC(=O)OCC(=O)N1C(C)CCCC1C)c1c(N)n(CCCC)c(=O)[nH]c1=O (stereo not drawn),3.2%,12.8%,0.0%,5.4%,-5.5%,1.2%,-21.6%,3.7%,1.9%
CC(=O)N1c2ccc(S(=O)(=O)NCCC(=O)NCc3ccc(N(C)C)cc3)cc2CC1C (stereo not drawn),-5.9%,24.9%,-0.4%,-7.9%,-15.6%,2.2%,-85.0%[56.9 µM],0.0%,4.7%
